From PubChem BioAssay
CYP2C9 activ – activators of human CYP2C9. P11712. recombinant CYP2C9, luciferin-H conversion, luminescence; active compounds read high; factor 1 = untreated enzyme, 0 = blocked. activation factor at 5 µM. hit rate 1.4% among 96,000. AID 1024;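 active = activation factor of 2 or more for CYP2C9 at a 5 µM dose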;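 note: 0 = sulfaphenazole-blocked wells and 1 = vehicle-only wells; values of inactives mirror those of a sister screen read the other way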
CYP2C19 inh – human CYP2C19 inhibition; inhibition, % at 5 µM; P33261; hit rate 21% among 96,000; CYP2C19 Supersomes, luciferin-H EGE luminescence, 30 min;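 active = CYP2C19 inhibition above a set limit at 5 µM in the primary screen, cut at about 50% in these data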;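 note: plate controls were negative control wells for no effect and 2.5 mM tranylcypromine positive control for full effect; values of inactives mirror those of a sister screen read the other way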
Pyk2 oligo antag – Pyk2 (human) oligomerization antagonism; Q14289; Q293 cells, Pyk2 FERM NanoBiT luminescence; active compounds read low; z-score (the deposit names both 25 µM and 10 µM); hit rate 0.83% among 99,000; AID 1347419;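 active = Z-score of -3 or lower, scaled per plate to the spread of control and sample wells; inactive = z-score above -3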;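 note: negative z-score means lost luminescence so less FERM oligomerization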
Target sequence (Q14289 whole entry, looked up): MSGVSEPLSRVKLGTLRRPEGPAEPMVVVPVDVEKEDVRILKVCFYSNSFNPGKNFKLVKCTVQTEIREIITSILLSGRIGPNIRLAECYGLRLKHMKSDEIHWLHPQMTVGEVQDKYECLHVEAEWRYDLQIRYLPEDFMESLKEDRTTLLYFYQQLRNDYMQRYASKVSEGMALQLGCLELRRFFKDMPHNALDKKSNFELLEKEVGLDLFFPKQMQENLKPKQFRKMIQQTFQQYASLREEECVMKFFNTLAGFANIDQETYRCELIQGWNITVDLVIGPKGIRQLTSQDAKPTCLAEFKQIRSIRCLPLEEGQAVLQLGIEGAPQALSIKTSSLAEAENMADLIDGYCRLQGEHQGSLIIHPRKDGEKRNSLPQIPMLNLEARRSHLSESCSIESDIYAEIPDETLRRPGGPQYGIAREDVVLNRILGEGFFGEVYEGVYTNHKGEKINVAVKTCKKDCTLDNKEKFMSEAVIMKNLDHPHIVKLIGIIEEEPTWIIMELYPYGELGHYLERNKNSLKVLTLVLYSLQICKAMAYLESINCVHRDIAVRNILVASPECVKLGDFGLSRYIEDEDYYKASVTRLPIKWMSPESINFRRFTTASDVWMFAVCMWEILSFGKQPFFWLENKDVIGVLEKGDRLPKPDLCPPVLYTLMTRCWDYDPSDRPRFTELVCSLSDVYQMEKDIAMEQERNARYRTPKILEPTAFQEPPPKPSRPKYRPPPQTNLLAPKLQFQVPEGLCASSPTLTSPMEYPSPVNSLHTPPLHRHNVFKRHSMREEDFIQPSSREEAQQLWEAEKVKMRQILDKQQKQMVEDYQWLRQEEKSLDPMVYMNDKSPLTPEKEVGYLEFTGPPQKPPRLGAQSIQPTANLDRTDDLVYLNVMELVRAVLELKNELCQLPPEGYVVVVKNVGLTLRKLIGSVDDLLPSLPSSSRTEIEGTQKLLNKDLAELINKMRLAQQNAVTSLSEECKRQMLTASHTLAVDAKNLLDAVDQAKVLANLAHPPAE
MT1-MMP txn act – MT1-MMP promoter transcription activation. AID 750. HT1080 MT1-MMP promoter luciferase reporter, luminescence, overnight; active compounds read high. hit rate 0.16% among 86,000. activation factor at 10 µM;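 active = activation factor of at least 2 for MT1-MMP transcription at 10 µM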
PLAP act – activators of human placental alkaline phosphatase; P05187; purified PLAP enzyme, luminescent substrate read-out; active compounds read high; activation fold at 20 µM; hit rate 1.2% among 96,000; AID 696; in the data active = activation fold above about 2
CYP2C9 inhib – inhibitors of human CYP2C9; CYP2C9 Supersomes, luciferin-H conversion, luminescence; AID 777; P11712; inhibition, % at 5 µM; hit rate 20% among 96,000;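 active = blocking of liver enzyme CYP2C9 beyond about 50% at 5 µM, limit read from the data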; note: values of inactives mirror those of a sister screen read the other way
CD11b adhes enh – CD11b/CD18-fibrinogen binding enhancement. P05107+P11215. K562 CD11b/CD18 adhesion to fibrinogen, ATPlite luminescence. activation, % at 10 µM. hit rate 0.07% among 93,000. AID 1499;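 active = 10 µM primary screen giving 50% or more activity, confirmed by 40% or more on retest at that dose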; note: strong numbers were not always called active; reference of the scale not given here
CD11b adhes inh – CD11b/CD18-fibrinogen binding inhibition. hit rate 0.54% among 93,000. K562 CD11b/CD18 adhesion to fibrinogen, ATPlite luminescence; Mn2+ added to activate the integrin. inhibition, % at 10 µM. AID 1497;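 active = primary inhibition of 50% or more at 10 µM, then 40% or more on retest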; note: some results filed as inactive read as strong as hits
CYP2C19 act – cytochrome P450 2C19 (human) activation; recombinant CYP2C19, luciferin-H EGE luminescence; active compounds read high; 0 = fully inhibited enzyme, 1 = untreated enzyme; activation factor at 5 µM; 96,000 tested, under 10 active;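 active = activation factor of at least 2 at 5 µM in the primary screen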;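 note: 0 = wells with 2.5 mM tranylcypromine and 1 = vehicle-only wells; values of inactives mirror those of a sister screen read the other way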
Starred values were filed as active, the others as inactive; x = no result given.

SMILES	CYP2C9 activ	CYP2C19 inh	Pyk2 oligo antag	MT1-MMP txn act	PLAP act	CYP2C9 inhib	CD11b adhes enh	CD11b adhes inh	CYP2C19 act
O=C(COC(=O)Cc1ccc(S(=O)(=O)N2CCOCC2)s1)NCCc1ccccc1	0.4	33	0.5	x	1.7	60*	-4	5	0.7
Cc1cccc(NC(=O)Nc2ccc3c(c2)N(C)C(=O)CS3)n1	1.1	10	x	x	0.9	-12	6	-20	0.9
O=C(NCCc1ccccc1)c1ccc(Cl)c([N+](=O)[O-])c1	0.8	49	0.72	x	0.8	21	x	x	0.5
CC12CCCCC1(O)[N+](=O)C1=C(CCCC1)N2[O-] (centres undefined)	1	3	-0.04	1	1.4	1	-1	-9	1
CC(=O)N1CCc2cc(C(=O)CN3CCCCC3)ccc21	0.9	-8	x	0.9	1.5	11	3	-4	1.1
CCOC(=O)N1CCN(C(=O)CSc2cc(C)nc3c(-c4ccccc4OC)c(C)nn23)CC1	0.6	28	-0.27	0.9	1.5	42	x	x	0.7
Cc1onc(-c2c(Cl)cccc2Cl)c1C(=O)N1CCc2ccccc21	0.2	88*	-1.9	1.2	1.5	85*	4	-16	0.1
Nc1nnnn1/N=C/c1ccco1	1	4	-0.17	1.3	1.1	2	0	-20	1
O=C(Nc1cccc(Cl)c1N1CCCC1)c1ccc(Br)o1	0.9	11	0.28	1	0.9	14	-2	12	0.9
CCCCCOC(=O)C1[C@H]2C(=O)N(Cc3cccs3)C[C@]23C=C[C@H]1O3 (some centres undefined)	0.9	15	0.24	1	1.3	11	-1	1	0.9
CCOC(=O)CC1C(=O)NCCN1C(=O)c1cc2c(=O)n3ccccc3nc2s1 (centres undefined)	1	-12	x	1.2	1.1	-3	-4	25	1.1
CCCCC(=O)Nc1nnn(CCC)n1	1.1	7	0.53	1.2	0.9	-6	-4	2	0.9
O=C(/C=C/c1ccc2ccccc2c1)c1ccoc1	0.7	58*	1	x	0.9	34	x	x	0.4
Cc1cccc(C)c1NC(=O)C(NC=O)c1ccc(Cl)cc1 (centres undefined)	1.1	58*	1.1	x	0.9	-5	1	38	0.4
CC1(C)Cc2c(C#N)c(N)sc(=S)c2CO1	0.3	17	0.53	1.1	1.1	68*	-2	-1	0.8
Cc1csc(SCc2ccc(C(=O)O)cc2)n1	1	-5	0.57	x	1	-4	-2	7	1
CCOc1ccc(OCC)c(NC(=O)C2CCCN2S(=O)(=O)c2cccc3cccnc23)c1 (centres undefined)	1.6	41	x	1	1.5	-64	5	9	0.6
CC(C)Sc1nc(N)nc(-c2cccs2)c1C#N	0.3	29	-3	x	0.8	75*	0	13	0.7
COc1ccc(C)cc1NC(=O)CSc1nnc(-c2ccc(OC)c(OC)c2)n1N	1	5	0.26	1.1	1	0	1	-5	1
O=C(CSCc1ccc(Cl)cc1)c1ccco1	0.4	73*	x	1.1	0.9	58*	2	-10	0.3
Cc1ccc(S(=O)(=O)N2CCN(C(=O)CN3C(=O)NC4(CCOc5ccccc54)C3=O)CC2)cc1 (centres undefined)	0.9	-13	-0.17	x	1.7	14	2	-1	1.1
O=C(NC1CCN(C(=S)NCc2ccco2)CC1)NC12CC3CC(CC(C3)C1)C2	1	18	0.02	x	1	2	-4	-1	0.8
CC1CN(C(=O)COc2ncnc3ccccc23)CC(C)O1 (centres undefined)	1	-4	0.39	1.2	1	-2	-1	-9	1
O=c1[nH]c2ccc(NC(=S)Nc3ccc(Cl)cc3Cl)cc2[nH]1	0.9	-18	0.16	x	1	12	-6	5	1.2
CCN(CCO)Cc1csc2cccc(Br)c12	1.3	-2	0.25	x	1	-26	0	-2	1

(further entries)
SMILES	CYP2C9 activ	CYP2C19 inh	Pyk2 oligo antag	MT1-MMP txn act	PLAP act	CYP2C9 inhib	CD11b adhes enh	CD11b adhes inh	CYP2C19 act
Cc1noc(C)c1COC(=O)CCc1nc2ccccc2c(=O)[nH]1	0.4	41	-0.28	1.2	1.1	59*	0	8	0.6
Cc1cc(C)n2c(SCCC(C)C)nnc2n1	1	8	-0.91	1	0.9	0	1	-8	0.9
Oc1ccc(-c2nc(-c3ccc(O)c(O)c3)cs2)cc1	0.7	9	-2.4	0.8	0.6	26	-1	-5	0.9
Cc1ccc(C(=O)OCC(=O)NCc2ccc3c(c2)OCO3)s1	0.2	64*	2	1.1	0.9	82*	-3	-12	0.4
CCC1S/C(=C(\C#N)C(=O)NCc2ccco2)N(c2ccc(F)cc2)C1=O (centres undefined)	0.9	25	0.21	1	1.1	10	-4	5	0.7
CC(=O)NCCc1ccc(S(=O)(=O)NC2OC(=O)c3ccccc32)cc1 (centres undefined)	1.1	-19	0.19	0.9	1	-14	-3	4	1.2
CC(=O)OC(C(=O)n1nc(C)cc1C)c1ccccc1 (centres undefined)	1.2	-1	1.9	1	1	-22	2	-4	1
CCOc1ccc(NC(=O)N2CCC(n3c(=O)[nH]c4ccccc43)CC2)cc1	0.3	28	x	1	1.6	66*	1	-1	0.7
CCCS(=O)(=O)N1CCN(CC2CC3C=CC2C3)CC1 (centres undefined)	1	8	-0.56	1.1	1.1	5	5	0	0.9
c1ccc(CSc2n[nH]c(-c3ccco3)n2)cc1	0.8	61*	0	1.4	0.9	17	-2	40	0.4
COc1ccc(-c2sccc2C(C)C(=O)O)cc1 (centres undefined)	0.6	15	0.24	1	1.4	39	0	20	0.8
O=C(CSc1nnc2c(n1)[nH]c1ccc(F)cc12)OCc1ccccc1	0.8	26	1.3	1.1	0.9	25	x	x	0.7
Cc1nc2oc3c(NCC4CCCO4)ncnc3c2c2c1COC(C)(C)C2 (centres undefined)	1.1	7	-0.13	0.9	1.3	-11	x	x	0.9
CC(=O)NCCn1c(SCc2ccccc2F)nc2ccccc2c1=O	0	98*	-0.4	0.9	1.1	97*	-3	11	0
CCOC(=O)c1sc(NC(=O)c2cccnc2)c(C#N)c1C	0.1	-4	0.57	x	0.9	94*	-9	63*	1
CCOC(=O)c1sc2nc3c(cc2c1N)COC(C(C)C)C3 (centres undefined)	0.8	20	0.28	x	1.1	18	x	x	0.8
CC1CCCCC1NC(=O)Cn1nnc(-c2ccc(Cl)cc2)n1 (centres undefined)	1.1	71*	0.85	1	0.8	-8	0	-30	0.3
C/C(CC(=O)NCc1ccco1)=N\NC(=O)Cc1cccc2ccccc12	1	8	0.73	x	1	-1	3	5	0.9
O/N=C1/CCCCc2sccc21	1.3	3	-0.27	1.2	1.1	-32	-1	22	1
Cc1cc(Nc2ccc(C(C)C)cc2)n2ncnc2n1	0.9	-8	x	1	1.7	12	1	6	1.1
CN(c1cccc(NC(=O)Cc2ccccc2)c1)S(C)(=O)=O	0.8	31	-0.35	1.2	1	15	-4	-1	0.7
O=C(CSC1=NC(=O)C(c2ccccc2)C(=O)N1)Nc1cccc(Cl)c1 (centres undefined)	0.8	4	0.04	1.1	0.8	23	-6	-31	1
CCCS(=O)(=O)N1CCCC(C(=O)NCc2ccc3c(c2)OCO3)C1 (centres undefined)	0.7	10	0.97	1.2	0.9	27	0	1	0.9
Nn1cnnc1N/N=C/c1cc(Br)cc(Br)c1O	0.6	4	-0.68	x	1.3	44	-6	9	1
O=C(c1ccc(Cn2c(=O)[nH]c3ccccc3c2=O)cc1)N1CCN(c2ccccc2)CC1	0.7	33	0.34	1	1	29	2	5	0.7

5 entries out of the list, ordered by heavy-atom count, rising:
SMILES	CYP2C9 activ	CYP2C19 inh	Pyk2 oligo antag	MT1-MMP txn act	PLAP act	CYP2C9 inhib	CD11b adhes enh	CD11b adhes inh	CYP2C19 act
Nn1cnnc1N/N=C/c1cc(Br)cc(Br)c1O	0.6	4	-0.68	x	1.3	44	-6	9	1
CC(=O)OC(C(=O)n1nc(C)cc1C)c1ccccc1 (centres undefined)	1.2	-1	1.9	1	1	-22	2	-4	1
CCOC(=O)c1sc2nc3c(cc2c1N)COC(C(C)C)C3 (centres undefined)	0.8	20	0.28	x	1.1	18	x	x	0.8
O=C(CSC1=NC(=O)C(c2ccccc2)C(=O)N1)Nc1cccc(Cl)c1 (centres undefined)	0.8	4	0.04	1.1	0.8	23	-6	-31	1
O=C(c1ccc(Cn2c(=O)[nH]c3ccccc3c2=O)cc1)N1CCN(c2ccccc2)CC1	0.7	33	0.34	1	1	29	2	5	0.7

Further records follow.
SMILES	CYP2C9 activ	CYP2C19 inh	Pyk2 oligo antag	MT1-MMP txn act	PLAP act	CYP2C9 inhib	CD11b adhes enh	CD11b adhes inh	CYP2C19 act
COc1ccc(C(=O)Nc2cc(OC)ccc2OC)cc1	1.2	71*	-0.06	1.3	0.8	-20	2	-12	0.3
CCOC(=O)C1CCCN(C(=O)Cc2ccc(C)cc2)C1 (centres undefined)	0.5	14	-0.07	x	0.7	48	0	-30	0.9
CCOC(=O)CNC(=O)c1ccccc1Br	1.1	-3	0.48	1.1	1.3	-11	0	-17	1
COC(=O)c1ccc(Sc2ccccc2NS(=O)(=O)c2ccc(OC)cc2)nc1	0.6	26	-0.49	x	1.2	44	-3	-4	0.7
O=C(NCc1ccccn1)C1CCN(S(=O)(=O)N2CCCCC2)CC1	1	-2	-0.39	0.9	0.9	-4	x	x	1
COC(=O)c1[nH]c2cc(C)ccc2c1NC(=O)CN1CCc2cc(OC)c(OC)cc2C1	0.5	51*	-0.22	1.1	1.5	49	-2	-15	0.5
CCN(C(N)=S)c1ccccc1	1	27	2.7	x	1	-1	2	-8	0.7
Cc1ccc(NC(=O)c2cnn(-c3ccccc3)c2NC(=O)c2ccco2)cc1C	0.6	3	-1.8	x	1	40	-1	3	1
CCn1c(SCC(=O)N2CCCc3ccccc32)nnc1-c1c[nH]c2ccccc12	1.1	76*	-0.8	1.1	0.9	-12	1	-18	0.2
CCOC(=O)c1sc2c(c1C)C(c1cccs1)C1=C(CCCC1=O)N2 (centres undefined)	0.5	10	-1.1	1.1	1	46	-5	-4	0.9
COCC(=O)N/N=C/c1ccc(Sc2nc3ccccc3s2)o1	1.2	11	3.1	x	1.3	-20	-1	2	0.9
O=C(Nc1cccc2nsnc12)c1ccc2c(c1)OCO2	0.9	23	0.43	1.7	0.9	10	-4	3	0.8
CCOC(=O)c1cc(NC(=O)N(C(C)C)C(C)C)c(C)nc1C	1	22	0.27	1.1	1.2	4	-2	-5	0.8
COc1ccc(Cn2c(/C=C/c3ccccc3)nc3ccccc32)cc1	0.1	38	-1.6	x	0.9	91*	x	x	0.6
Cc1ccc(C)c(S(=O)(=O)NCc2ccncc2)c1	0.7	83*	0.99	1	1	30	x	x	0.2
COCCn1c(SCC(=O)Nc2ccc(Cl)c(S(=O)(=O)N(C)C)c2)nc2ccccc21	0.1	27	-2.4	x	1.4	87*	-1	14	0.7
O=C(CSc1nc(-c2ccco2)cc(C(F)(F)F)n1)NC1CCCC1	0.1	82*	x	1.1	1	94*	-1	3	0.2
COc1ccccc1Nc1nc2ccccc2[nH]1	0.9	17	-0.78	1.5	1.1	11	-2	1	0.8
COc1cc(OC)nc(NC(=O)CSc2nc3ccccc3o2)n1	1.2	86*	0.64	1.2	0.9	-19	2	-3	0.1
CC(C)(C)Nc1nc(C(N)=O)nc(N2CCOCC2)n1	0.9	0	0.1	1	0.9	11	2	-52	1
CC(=O)Nc1cccc(OCC(O)Cn2cnc3ccccc32)c1 (centres undefined)	0.9	9	0.48	1.1	1	14	3	0	0.9
Cc1cc(C)c(S(=O)(=O)/N=C2\C=CC(=O)C(Cl)=C2)c(C)c1	0.8	51*	0.55	1.4	1.6	16	27	67*	0.5
COc1cccc(-c2nc(-c3ccc(NC(=O)c4ccncc4)cc3)no2)c1	0.6	14	0.67	1.1	1	40	5	4	0.9
Cc1nn(C2CCS(=O)(=O)C2)c(Cl)c1/C=C/C(=O)OCC(=O)Nc1ccccc1OC(F)F (centres undefined)	0.3	67*	-0.68	1.2	1.5	69*	-2	-1	0.3
COc1ccc(OC)c(N(CC(=O)Nc2cccnc2)S(=O)(=O)c2ccc(C)cc2)c1	0.1	95*	0.44	1.1	0.9	94*	-2	6	0
CCc1[nH]c(=O)c(C#N)c2c1CCCC2	1.2	-14	0	1	1.3	-19	1	11	1.1
